# From PubChem BioAssay
# p53ts 32C kill – p53ts cell cytotoxicity, permissive temperature; H1299-p53A138V at 32C, ATP luminescence viability, 24 h; Potency, µM (doses to about 46.1 µM), inactives show top-dose activity change, negative = cytotoxicity, usual class: cytotoxic; 130,000 tested, 0.93% active; AID 924;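 note: 0% = DMSO and -100% = full killing by reference compound; nearly all actives have a fitted effect of over 55% in size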
#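 ATP-content luminescence (ATPlite) read-out after 24 h compound exposure at 32C in H1299-p53A138V cells (600/well). Tested up to 46 uM. Normalized to DMSO (0%) and 100 uM tamoxifen (100% killing); Hill-fit AC50.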
# IkB signaling – IkB pathway inhibition in ABC-DLBCL cells; ABC-DLBCL IkBa-CBG/CBR dual luciferase ratio, 4 h; response scale: scaled: untreated 0%, proteasome inhibitor 100%; AID 445; 110,000 tested, 0.04% active; Potency, µM (series often up to 57.1 µM), for inactives: at the top dose IkBa stabilization activation; active = well fitted curve in the direction sought with a large enough effect in the signal ratio, not every such curve was filed as active; inconclusive = small, poorly fitted or top-dose-only effect, or a change in a side signal; the % refers to the signal ratio;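 note: the direction sought is a rising ratio; 0% = basal untreated cells and 100% = reference inhibitor full response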
#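 In this assay, an IκBα–CBG68 fusion accumulates when IKK-driven degradation is blocked; native CBR normalizes for cell number. OCI-Ly3 cells were treated 4 h with compound and doxycycline, then green and red light read after Chroma-Glo addition.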
# Imprint erasure – inducers of genomic imprint erasure in mouse ES cells | mouse ES Peg3-LacZ reporter, beta-gal luminescence, 40 h | Potency, µM (series often up to 60.7 µM), inactives show top-dose activity change, positive = activation, hits mostly activators | 110,000 tested, 0.02% active;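 note: 0% = negative control wells on the plate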
#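 Gelatin-coated wells received 300 freshly trypsinized female ES cells with a Peg3LacZ-Neo reporter on the maternal allele, then incubated 40 hours at 37C. BetaGlo was added for 5 minutes at room temperature before a single luminescence read.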
# p53ts 39C tox – cytotoxicity in p53ts cells at nonpermissive temperature; 130,000 tested, 1.5% active; H1299-p53A138V viability at 39C, ATP luminescence, 24 h; Potency, µM (doses to about 46.1 µM), for the others: at the top dose activity change, negative = cell killing, usual class: cytotoxic; note: nearly all actives have a fitted effect of over 55% in size
# Numbers without * were called inactive; ? = inconclusive; · = no result given; & = joins results of further samples; [ ] = another dose, or the depositor's remark. Unless noted, calls come from the whole dose curve; as a rule, active = well fitted curve in the direction sought with a large enough effect; inconclusive = small, poorly fitted or top-dose-only effect, or another doubt; inactive = no such curve, though single readings can be large; an effect the other way counts as inactive or inconclusive. Unless noted, % is set by controls: 0 for no effect and ±100 for the full control effect; potency is the fitted concentration of half-maximal effect.
SMILES,p53ts 32C kill,IkB signaling,Imprint erasure,p53ts 39C tox
CN(C)CCNC(=O)CN1N=C(c2ccccc2)CCC1=O,-6%,?,-11%[10.9 µM],-29%
CCc1c(C)sc2c1CCN(Cc1ccc(F)cc1)C2c1ccccc1 (configuration not stated),20%,?,-19%[10.9 µM],-13%
CCOc1ccccc1-n1c(SCC(=O)N2CCOCC2)nnc1-c1ccccn1,-9%,-0.2%,4%,3%
CCOc1cccc(C2c3c(oc4ccccc4c3=O)C(=O)N2c2ccccn2)c1 (configuration not stated),-3%,-0.9%,-9%,-8%
Cc1n[nH]c(C)c1S(=O)(=O)Nc1ccc2c(c1)OCCO2,-7%,7.6%,18%,-8%
Cc1ccnc(NC(=O)CCCOc2cc(=O)n(C)c3ccccc23)c1,27%,?,-27%,-3%
COC(=O)[C@@]1(Cc2ccc(F)cc2)[C@H]2c3cc(C(=O)N(C)C)n(CCO)c3C[C@H]2CN1C(=O)c1ccccc1,3%,·,-8%,-11%
CCOCCCNC(=O)CC1Oc2ccc(C)cc2NC1=O (configuration not stated),4%,-0.6%,-7%,0%
CSc1nnc(C)c(=O)[nH]1,-1%,·,·,10%
COc1cccc(-n2nnc3c(=O)n(Cc4ccc(Br)cc4)cnc32)c1,13%,0.0%,-17%,2%
O=S(=O)(Nc1ccc(C(F)(F)F)cc1)c1ccc2c(c1)OCCO2,14%,?,9%[10.9 µM],6%
O=C(Cn1c(=O)n(CCCC(=O)NC2CCCC2)c(=O)c2ccccc21)NCCC1=CCCCC1,-2%,-1.3%,0%,14%
COc1ccc(C2CC(c3ccccc3)Nc3nc(NC(=O)c4ccco4)nn32)cc1 (configuration not stated),9%,-1.2%,3%,4%
O=C(c1cccnc1)N(Cc1ccccc1)c1ccccc1,9%,-0.5%,-13%,3%
COC(=O)c1nc2n(n1)C(c1ccc(OC)c(OC)c1)C(C(=O)OC1CCCCC1)=C(C)N2 (configuration not stated),-1%,-2.1%,2%,-18%
CN1CCN(C2=C(Cl)C(=O)N(CCc3ccccc3)C2=O)CC1,5%,1.0%,-32%[inhibitor],-10%
COc1cccc(NC(=O)CN(c2cccc(F)c2)S(C)(=O)=O)c1,2%,4.4%,-10%,3%
O=c1onc2cnc3ccccc3n12,-20%,?,-18%&-28%,-7%
COCCn1c(SCc2cnc(-c3ccccc3)s2)nnc1-c1ccncc1,0%,1.7%,6%,-11%
CCS(=O)(=O)N1CCCC(C(=O)N2CCc3ccccc3C2)C1 (configuration not stated),8%,-1.5%,18%,4%
COC(=O)C(O)(CC(=O)Nc1cccc(SC)c1)C(F)(F)F (configuration not stated),-9%,0.5%,4%,1%
O=C1CCC[C@@H](C(C(=O)OCc2ccccc2)C(=O)OCc2ccccc2)C1,3%[9.22 µM],·,·,0%[9.22 µM]
COc1ccc(-n2ncc3c(NC4CCCC4)ncnc32)cc1,5µM*,-0.8%,-16%[10.9 µM],2µM*
Cc1ccc(S(=O)(=O)Nc2nonc2C)cc1,21%,5.0%,·,-7%
CCCSc1nc(=O)c2c(n1C)NC(=O)CC2c1cccc(F)c1F (configuration not stated),0%,0.8%,7%[10.9 µM],6%
CCCCOc1ccc(S(=O)(=O)Nc2ccc(-c3ccc(N4CCCCCC4)nn3)cc2)cc1,8%,?,-15%[10.9 µM],18%
Cc1occc1-c1nnc(SCC(=O)NCCc2ccccc2)n1C(C)c1ccccc1 (configuration not stated),13%,3.4%,-12%,15%
O=C(NCc1ccccc1)N(Cc1nc2ccccc2c(=O)[nH]1)C1CCCC1,4%,1.0%,-10%,0%
COc1cccc(C(=O)Nc2ccc3nc(SCCOc4ccccc4)sc3c2)c1,-7%,?,-21%[10.9 µM],19%
CCOC(=O)c1cccnc1SCC(=O)NC(C)CC (configuration not stated),5%,5.6%,-2%,3%
Nc1nc2c(nc(Sc3ccc(Cl)cc3)n2C2OC(CO)C(O)C2O)c(=O)[nH]1 (configuration not stated),-5%,·,-7%,4%
CC(C)(C)c1nnc2sc(SCCN3C(=O)c4ccccc4C3=O)nn2c1=O,-1%,-0.3%,5%,-3%
CCCCCNC(CC(=O)Nc1ccc(OC)cc1)C(=O)O (configuration not stated),4%,-0.2%,-6%,-1%
Cc1noc(C)c1S(=O)(=O)Nc1ccc(C(=O)Nc2ccc(Br)cc2)cc1,3%,?,9%[10.9 µM],10%
COc1ccccc1NC(=O)c1c(C)cc(C)nc1SCC(=O)Nc1ccc(C)cc1,0%,1.6%,-19%[10.9 µM],-17%
CC(=O)N1CCC[C@@]2(CCN(C(=O)Nc3ccccc3)C2)C1,-3%,0.4%[11.4 µM],·,-3%

# Reprinted at random: 3 entries already listed.
SMILES,p53ts 32C kill,IkB signaling,Imprint erasure,p53ts 39C tox
CC(C)(C)c1nnc2sc(SCCN3C(=O)c4ccccc4C3=O)nn2c1=O,-1%,-0.3%,5%,-3%
CC(=O)N1CCC[C@@]2(CCN(C(=O)Nc3ccccc3)C2)C1,-3%,0.4%[11.4 µM],·,-3%
COc1cccc(C(=O)Nc2ccc3nc(SCCOc4ccccc4)sc3c2)c1,-7%,?,-21%[10.9 µM],19%

# Other compounds.
SMILES,p53ts 32C kill,IkB signaling,Imprint erasure,p53ts 39C tox
CCc1ccc(C(=O)c2cn(CC(=O)Nc3ccc4c(c3)OCCO4)c3ccc(CC)cc3c2=O)cc1,8%,1.4%,-9%[10.9 µM],?
CC(C)(O)C#Cc1ccc(C(=O)N2CCN(C(=O)c3ccco3)CC2)cc1,2%,-2.4%,-14%,-11%
CC(C)NC(=O)Nc1ccc2c(c1)N(C)C(=O)c1ccccc1S2,5%,4.0%,4%[10.9 µM],-14%
Nc1c(C(=O)Nc2ccc(F)cc2)sc2nc(-c3cccs3)cc(C(F)(F)F)c12,?,8.5%,-6%[10.9 µM],?
CCOC(=O)C1=C(CSc2n[nH]c(N)n2)NC(=O)NC1C (configuration not stated),6%,1.1%,0%,-3%
Cc1cc(NC(=O)CCC2COc3ccccc3O2)no1 (configuration not stated),8%,-2.7%,18%,10%
CCNC(=O)CC1C(=O)N(c2ccc(F)cc2)C(=O)N1CCOC (configuration not stated),-1%,1.7%,-6%[10.9 µM],-7%
CCc1cccc(NC(=O)Cn2ccn3nc(-c4ccc(OC)c(OC)c4)cc3c2=O)c1,-5%,-0.1%,-7%[10.9 µM],-4%
COc1ccc(CCNCc2c(C(=O)O)c(C)n(Cc3ccccc3C)c2C)c(OC)c1,-6%,0.3%,-15%[10.9 µM],?
CCOC(=O)COc1ccccc1C1C(C(=O)OC)=C(C)NC2=C1C(=O)c1ccccc12 (configuration not stated),11%,?,-11%[10.9 µM],-13%
COCCn1ccc2c(OCC(=O)Nc3c(C)cc(C)cc3C)cccc2c1=O,-6%,1.2%,?,17%
CCCCNC(=O)c1cc(-c2ccc(Cl)c(Cl)c2)on1,6%,3.0%,-17%[10.9 µM],-3%
COc1ccc(Cc2nc(N)nc(N)n2)cc1,-8%,·,·,-1%
COc1ccc(CCNC(=O)C2CCN(S(=O)(=O)c3c(C)noc3/C=C/c3ccc(C)cc3)CC2)cc1OC,-3%,-0.2%,-10%[10.9 µM],-5%
CCN1CCN(C(c2cccs2)C(C)NC(=O)c2ccccc2)CC1 (configuration not stated),1%,4.4%,2%,14%
O=C1CC(c2ccccc2)Cc2nc(NCc3ccco3)ncc21 (configuration not stated),6.3µM*,7.7%,-62%[inhibitor],7.9µM*
O=C(NCC(c1cccnc1)N1CCOCC1)c1ccc2c(c1)OCO2 (configuration not stated),0%,0.8%,-5%,8%
O=C(NCCCN1CCOCC1)[C@@H]1CSC2c3ccccc3C(=O)N21 (some centres not stated),8%,-2.8%,-7%,0%
O=C1CC(c2ccco2)CC2=C1C1c3ccccc3C(=O)N1c1ccccc1N2 (configuration not stated),4%,?,-20%,-11%
O=C1c2ccccc2C(=O)C1c1ccccc1,?,12%[25.6 µM],-71%[inhibitor],-29%
CC(C)COc1ccc(C(=O)N(Cc2ccco2)C2CCS(=O)(=O)C2)cc1 (configuration not stated),2%,2.3%,-13%,9%
COc1cc(NC(=O)N2CCN(c3cc(-c4noc(C)n4)ccc3C)CC2)cc(OC)c1OC,11%,0.6%,18%[10.9 µM],-17%
COc1ccccc1-c1n[nH]c(=S)o1,-10%,4.3%,-18%,-4%
CCOc1ccc(NC(=O)N(Cc2c[nH]c3ccccc23)C2CCCCC2)cc1,6%,1.3%,-13%[10.9 µM],-7%

# Arranged by SMILES length (rising): part of the list above.
SMILES,p53ts 32C kill,IkB signaling,Imprint erasure,p53ts 39C tox
COc1ccccc1-c1n[nH]c(=S)o1,-10%,4.3%,-18%,-4%
COc1ccc(Cc2nc(N)nc(N)n2)cc1,-8%,·,·,-1%
Cc1cc(NC(=O)CCC2COc3ccccc3O2)no1 (configuration not stated),8%,-2.7%,18%,10%
CCCCNC(=O)c1cc(-c2ccc(Cl)c(Cl)c2)on1,6%,3.0%,-17%[10.9 µM],-3%
O=C1CC(c2ccccc2)Cc2nc(NCc3ccco3)ncc21 (configuration not stated),6.3µM*,7.7%,-62%[inhibitor],7.9µM*
CCN1CCN(C(c2cccs2)C(C)NC(=O)c2ccccc2)CC1 (configuration not stated),1%,4.4%,2%,14%
O=C(NCC(c1cccnc1)N1CCOCC1)c1ccc2c(c1)OCO2 (configuration not stated),0%,0.8%,-5%,8%
O=C(NCCCN1CCOCC1)[C@@H]1CSC2c3ccccc3C(=O)N21 (some centres not stated),8%,-2.8%,-7%,0%
COCCn1ccc2c(OCC(=O)Nc3c(C)cc(C)cc3C)cccc2c1=O,-6%,1.2%,?,17%
CCOc1ccc(NC(=O)N(Cc2c[nH]c3ccccc23)C2CCCCC2)cc1,6%,1.3%,-13%[10.9 µM],-7%
O=C1CC(c2ccco2)CC2=C1C1c3ccccc3C(=O)N1c1ccccc1N2 (configuration not stated),4%,?,-20%,-11%
COc1ccc(CCNCc2c(C(=O)O)c(C)n(Cc3ccccc3C)c2C)c(OC)c1,-6%,0.3%,-15%[10.9 µM],?
CCc1cccc(NC(=O)Cn2ccn3nc(-c4ccc(OC)c(OC)c4)cc3c2=O)c1,-5%,-0.1%,-7%[10.9 µM],-4%
CCOC(=O)COc1ccccc1C1C(C(=O)OC)=C(C)NC2=C1C(=O)c1ccccc12 (configuration not stated),11%,?,-11%[10.9 µM],-13%
COc1cc(NC(=O)N2CCN(c3cc(-c4noc(C)n4)ccc3C)CC2)cc(OC)c1OC,11%,0.6%,18%[10.9 µM],-17%
COc1ccc(CCNC(=O)C2CCN(S(=O)(=O)c3c(C)noc3/C=C/c3ccc(C)cc3)CC2)cc1OC,-3%,-0.2%,-10%[10.9 µM],-5%

# (listing goes on)
SMILES,p53ts 32C kill,IkB signaling,Imprint erasure,p53ts 39C tox
Cc1cc(-c2nnc3n2N=C(c2ccc(-c4ccccc4)cc2)CS3)n[nH]1,51%[activator],?,-29%,-28%
O=C(COc1ccccc1F)Nc1ccc(Cl)c(-c2nc3ccccc3[nH]2)c1,?,?,0%[10.9 µM],-3%
COC(=O)Nc1ccc(S(=O)(=O)N2c3ccccc3CCC2C)cc1 (configuration not stated),-8%,6.5%,-16%,-16%
CCOC(=O)c1c(C2COc3ccccc3O2)csc1NC(=O)c1ccco1 (configuration not stated),5%,0.5%,-6%,7%
COc1ccccc1CNC(=O)CCC1N=C2c3ccccc3N=C(SCC(=O)Nc3ccc(F)cc3)N2C1=O (configuration not stated),6%,?,4%[10.9 µM],-9%
O=S1(=O)c2ccccc2N(Cc2cccc(F)c2)c2ccccc21,-1%,0.3%,-3%[10.9 µM],-13%
Cc1ccc(Cn2c(SCCN3CCCCC3)nc3c2c(=O)n(C)c(=O)n3C)cc1,1%,0.4%,21%,-1%
Cc1nn(CC(=O)NC(C)c2ccccc2)c(=O)c2cc3occc3n12 (configuration not stated),4%,1.3%,19%[10.9 µM],0%
CCOc1ccccc1NC(=O)CCc1ccc(C)o1,0%,3.6%,-1%,15%
Cc1cc(-n2ccnc(NCCc3ccc(S(N)(=O)=O)cc3)c2=O)ccc1Br,-12%,?,6%[10.9 µM],-6%
CCN(CC)Cc1csc(C(N)=O)c1,-12%,3.6%,-6%,-3%
CCCn1c(N2CCC(Cc3ccccc3)CC2)nc2c1c(=O)[nH]c(=O)n2C,17%,?,-24%,15%
O=C(NCCCn1ccnc1)C1c2ccccc2Oc2ccccc21,-15%,0.8%,-10%,-10%
COc1ccc(N2CCN(C(=O)CSc3n[nH]c(-c4ccccc4)n3)CC2)cc1,-1%,-1.0%,-6%[10.9 µM],-6%
CCOc1ccc2nc(NC(=O)C3CCN(c4cnccn4)CC3)sc2c1,1%,-0.2%,-6%,-5%
